FEN1 inhibitor: blocks human flap endonuclease 1; P39748; Recombinant FEN1 flap cleavage, fluorescence, 15 min; Potency, µM (highest dose often 114 µM), without a hit: at the highest dose activity change, negative = inhibition, hits mostly inhibitors; 390,000 tested, 0.35% active; further: nearly all actives have a fitted effect of over 65% in size
Target sequence (P39748 whole entry, looked up): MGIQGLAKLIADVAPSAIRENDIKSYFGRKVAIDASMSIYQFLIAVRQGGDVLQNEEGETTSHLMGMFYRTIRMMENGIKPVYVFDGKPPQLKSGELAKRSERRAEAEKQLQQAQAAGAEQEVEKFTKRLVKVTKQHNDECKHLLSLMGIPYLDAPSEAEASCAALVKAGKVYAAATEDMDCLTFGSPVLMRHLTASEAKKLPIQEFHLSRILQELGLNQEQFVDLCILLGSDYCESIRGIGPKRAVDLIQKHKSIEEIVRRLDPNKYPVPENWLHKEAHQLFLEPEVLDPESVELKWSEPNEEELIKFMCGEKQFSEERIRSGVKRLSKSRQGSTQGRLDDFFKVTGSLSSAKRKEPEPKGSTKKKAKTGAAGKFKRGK
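FEN1 at 10 nM, compound pretreatment for 15 min (room temperature), 50 nM final substrate to initiate; endpoint reads at 0 and 15 min; DMSO-only plates used as vehicle background.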
N370S GC: inhibitors or activators of N370S glucocerebrosidase for Gaucher disease; Potency, µM (doses to about 59.4 µM), without a hit: top-dose activity change, negative = inhibition, most hits filed as inhibitors; AID 2101; 330,000 tested, 0.092% active; N370S GC spleen homogenate, 4MU-glucoside fluorescence;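 further: 0% = full enzyme activity and -100% = no enzyme basal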
KAT2A inh: GCN5L2 (KAT2A) acetyltransferase inhibition; Q92830; GCN5L2 HAT assay, ThioGlo1 CoA-SH fluorescence; Potency, µM (highest dose often 58.9 µM), inactives show at the top dose activity change, negative = inhibition, most hits filed as inhibitors; 390,000 tested, 0.21% active
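qHTS, 1536-well. 20nM enzyme, pH 7.5 HEPES/EDTA/Tween-20 buffer; 15 min compound preinc., RT. Start: 75uM H3(1-25), 70uM AcCoA, 50uM ThioGlo1. Read Ex340/Em540 at t=0 (autofluorescence flag) and t=20 min.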
Starred values were filed as active, the others as inactive; ? = inconclusive; / = no result given; [ ] = remark or other dose. The call rests on the fitted dose curve; in most records, active means well fitted curve in the direction sought with a large enough effect; inconclusive means small, poorly fitted or top-dose-only effect, or another doubt; inactive means no such curve, though single readings can be large; an effect the other way counts as inactive or inconclusive. Unless noted, on the % scale 0 is the no-effect control and ±100 the full control effect; potency means the concentration at half of the fitted maximal effect.

SMILES	FEN1 inhibitor	N370S GC	KAT2A inh
CN1Cc2sccc2C(c2ccc(O)c(O)c2)C1 (stereo not drawn)	24%[57.1 µM]	/	-8%
COc1ccc(N2CCN(CCCNC(=O)c3nnc(Cc4ccccc4Cl)o3)CC2)cc1	14%	/	3%
O=C1c2oc3ccccc3c(=O)c2C(c2cccc(O)c2)N1c1ccccn1 (stereo not drawn)	2%	9%	-6%
O=C(NC(=S)Nc1ccc(Br)cc1)C1CCC1	1%	-10%	-29%
CC(CC(=O)N1CCc2ccccc21)S(=O)(=O)c1ccc2c(c1)NC(=O)CO2 (stereo not drawn)	15%	-10%	-4%
COc1ccc(C2c3ccc(O)cc3Oc3ncn(Cc4ccco4)c(=N)c32)cc1 (stereo not drawn)	13%	-1%	0%
CN1CCN(C(=O)C2=C[C@H](c3coc4ccccc4c3=O)C[C@H](OCCCCO)O2)CC1	15%	-8%	2%
COC(=O)/C=C(\C)N=Nc1c(O)[nH]c2ccccc12	-1%	-9%	-6%
CCOC(=O)N1CCN(C(=O)CSc2nnc(C3COc4ccccc4O3)o2)CC1 (stereo not drawn)	1%	-2%	-3%
CC1CCC(NC(=O)CN2CCN(S(=O)(=O)c3cccs3)CC2)CC1 (stereo not drawn)	0%	/	1%
O=C(Nc1ccnn1C1CCN(Cc2ccc(C#CCCO)cc2)CC1)c1cccc(F)c1	-9%	1%	-5%
O=C(O)c1cc([N+](=O)[O-])ccc1NCc1cccnc1	-3%	-1%	-7%
O=C(c1cccc(S(=O)(=O)N2CCOCC2)c1)N(Cc1ccc(F)cc1)Cc1ccco1	-11%	-1%	-5%
CCC(C)NC(=O)[C@H](CSCc1ccccc1)N1Cc2ccccc2C1=O (stereo partly drawn)	16%	26%	-1%
COc1cc(CCC(=O)OCC(=O)NC(=O)c2ccc(Cl)cc2)cc(OC)c1OC	-17%	10%	-13%
Cc1cccc(CC(=O)NC2CC(=O)N(c3ccc4c(c3)OCCO4)C2)c1 (stereo not drawn)	20%	/	1%
Cc1ccc(/C=N/NC(=O)c2cccc(S(=O)(=O)Nc3ccccc3Cl)c2)s1	-2%	2%	-9%
CCCCN1C(=O)/C(=C/C=C2\Oc3ccccc3N2CC)SC1=S	?	15%	-1%
Cc1nc2ccccc2nc1OCC(=O)Nc1ccc2ccccc2c1	-3%	-3%	2%
COc1ncc2nc(-c3ccc(F)cc3)c(=O)n(C3CC3)c2n1	/	3%	0%
COc1cccc(OC(=O)CSc2nnc(-c3ccc4c(c3)OCO4)o2)c1	4%	/	-10%
COCC(=O)N1CCC2(CCCN(c3ncccn3)C2)CC1	/	-9%	-7%
C=CCNC(=O)COc1ccc(Oc2ccccc2)cc1	11%	7%	-4%
Cc1cc(-c2nnc(SCC(=O)c3ccc4c(c3)OCCO4)o2)no1	-5%	6%	-2%
CN(C(=O)c1ccccc1C(=O)OCC(=O)NC(=O)NC(C)(C)C)C1CCCCC1	4%	16%	-16%
Cc1nnsc1C(=O)Nc1ccc(S(=O)(=O)N2CCCCC2C)cc1 (stereo not drawn)	-14%	-14%	-2%
CCOc1ccccc1NC(=O)C(=O)Nc1ccc2nc3n(c(=O)c2c1)CCCCC3	15%	/	-5%
O=S(=O)(Nc1cc(Cl)ccc1-n1cncn1)c1ccccc1Cl	0%	/	-7%
O=C(CN(C(=O)c1csnn1)c1cccc(Cl)c1)NCCc1ccccc1	1%	-6%	-5%
CCOC(=O)C1CCCN(Cc2cn3c(-c4cccc(Br)c4)nnc3s2)C1 (stereo not drawn)	-3%	/	1%
CCCCCCSc1ccc([C@H]2N[C@@](CC(C)C)(C(=O)OC)[C@H]3C(=O)N(C)C(=O)[C@@H]23)cc1OC	?	-2%	-13%
O=S(=O)(Cc1ccccc1)Nc1ccc(Br)cn1	3%	0%	-2%
COc1ccc(/C=N/NC(=O)CN(C2=NS(=O)(=O)c3ccccc32)c2ccccc2)cc1OC	-8%	-1%	-12%
COc1ccc(-c2nsc(SCC(=O)Nc3ccc4c(c3)OCO4)n2)cc1	10%	7%	1%
COCCNC(=O)c1ccccc1NC(=O)c1ccccc1N(C)S(=O)(=O)c1ccc(C)cc1	-7%	4%	/
CN(C)CCCN(C(=O)c1ccco1)c1nc(-c2ccc(Cl)cc2)cs1	?	?	0%
CC(=O)Nc1ccc(NC(=O)C(C)OC(=O)CCc2nc3ccccc3s2)cc1 (stereo not drawn)	-5%	5%	0%
COc1ccc(S(=O)(=O)N2CCCCC2)cc1NC(=O)Cc1ccsc1	-15%	/	-6%
CCC(Sc1nc2ccc(C)cc2[nH]1)C(=O)O (stereo not drawn)	12%	2%	-17%[0.501 µM]
CC1(C)CC(=O)c2cc(C(=O)N3CCCC(C)(C)C3)c(=O)n(-c3ccccc3)c2C1	-5%	5%	-5%
COc1ccc(-n2c(=O)c(C)nc3cnc(Oc4cccc(Cl)c4)nc32)cc1	/	-5%	-3%
COc1ccc(C(=O)N[C@H](C(=O)Nc2nc3c(s2)CCCC3)C(C)C)cc1	-1%	24%	-4%
CC(C)NC(=O)c1onc(CSc2ccc(Cl)cc2)c1C(=O)O	14%	17%	-9%
Cc1[nH]n(-c2ccccc2)c(=O)c1C=NC1CCCCCC1	13%	-13%	-5%
COCCCNC(=O)Cn1c(=O)nc(-c2ccccc2)c2ccccc21	4%	/	13%
O=c1nc(N/N=C/C=C/c2ccccc2)cn[nH]1	-12%	4%	0%
CN1CCN(C(=O)c2cc(=O)c3cc(Cl)ccc3o2)CC1	0%	-9%	-18%
O=C(CCS(=O)(=O)c1ccc(Cl)cc1)N1CCN(S(=O)(=O)c2cccs2)CC1	0%	2%	-8%
Cc1ccc(Cl)cc1N1CCN(C(=O)c2ccc(CS(=O)(=O)c3ccccc3C)o2)CC1	-21%	/	-8%
Cc1cccc(Nc2c3c(nc4nncn24)CCC3)c1C	0%	/	-9%
C=CCOc1c(Br)cc(/C=N/n2c(CC)n[nH]c2=S)cc1Br	-14%	2%	-1%
CCOC(=O)C1CCCN(C(=O)c2cc(Nc3ccc(OC)cc3)nc3ccccc23)C1 (stereo not drawn)	-12%	?	/
O=C(Nc1nc(-c2ccccn2)cs1)c1cc(S(=O)(=O)N2CCOCC2)ccc1F	3%	/	-14%
C=CCOc1ccc(/C=C\c2nc(O)c([N+](=O)[O-])c(=O)[nH]2)cc1OCC	7%	-3%	-3%
O=C(NCCCc1ccncc1)C1CCC(=O)N(Cc2cccc(F)c2)C1 (stereo not drawn)	1%	1%	-1%
Cc1cc(C)cc(C(=O)N2CCN=C2SCc2ccc([N+](=O)[O-])cc2)c1	0%	14%	-10%
CCCN1CCN(C(=O)Cn2cnc3sc(C)c(S(=O)(=O)N4CCC(C)CC4)c3c2=O)CC1	3%	-2%	0%
Cc1ccc2oc(=O)cc(/C=C/c3ccccc3)c2c1	-21%	31%	-4%
COc1ccc(-c2ccc(=O)n(CC(=O)NCCc3ccccc3)n2)cc1	-13%	/	-7%
O=C(CN1CCOCC1)NNC(=O)c1ccc([N+](=O)[O-])cc1	23%	6%	-8%
The list continues.
SMILES	FEN1 inhibitor	N370S GC	KAT2A inh
CCOc1ccccc1NC(=O)CSc1nnc2[nH]c(=O)cc(C)n12	-4%	/	-2%
Cc1cnc(C)c(N2CCN(C(=O)C3CCC(=O)N(CCc4cccc(F)c4)C3)CC2)n1 (stereo not drawn)	10%	-4%	-9%
COc1ccccc1CNc1ccnc(-c2c(C)noc2C)n1	/	-3%	-11%
CCC(C)Sc1cccc(-c2nc3cc(C)ccn3c2NC2CCCCC2)c1 (stereo not drawn)	-3%	/	-18%
N#CCC(=O)Nc1ccc(C(=O)OCC(=O)Nc2ccc3ccccc3c2)cc1	-5%	/	?
O=[N+]([O-])c1cc(C(F)(F)F)ccc1N1CCN(S(=O)(=O)c2ccc3ccccc3c2)CC1	0%	/	-8%
COc1ccc(CCN2C(=O)N(c3ccc(F)cc3)C(=O)C2CC(=O)Nc2ccccc2)cc1 (stereo not drawn)	-20%	/	-2%
COC(=O)c1ccccc1NC(=O)c1ccc(COc2ccc3c(c2)CCC3)cc1	4%	9%	-5%
CC(=O)c1cccc(NC(=O)COc2cc(C)on2)c1	-8%	/	2%
C=C(C)Cn1c(SCC(=O)N/N=C/c2cccc(O)c2)nc2ccccc2c1=O	-12%	-13%	-7%
CC(=O)c1ccc(OC(C)C(=O)Nc2cccc(S(=O)(=O)NCc3ccco3)c2)cc1 (stereo not drawn)	1%	/	-1%
NC(=O)CSc1cn(Cc2ccc(F)cc2)c2ccccc12	-6%	-3%	-1%
CS(=O)(=O)N(CC(=O)NC1CC2CCC1C2)c1ccc(Oc2ccccc2)cc1 (stereo not drawn)	-14%	?	-8%
Cc1ccc(CNS(=O)(=O)c2ccc(-c3cc(C(F)(F)F)on3)s2)cc1	-2%	/	-1%
O=C(NCc1cc(F)cc(C(F)(F)F)c1)C1CCC(=O)N(C2CCCC2)C1 (stereo not drawn)	19%	9%	-6%
CC(C(=O)N1CCCc2ccccc21)N1CCN(S(=O)(=O)c2ccccc2F)CC1 (stereo not drawn)	2%	-3%	-2%
CCC(CC)NC(=O)c1ccc2nc[nH]c2c1	-1%	-3%	-3%
O=C(Nc1ccccc1-c1nnc(SCc2ccc(Cl)cc2)o1)c1ccccc1	-2%	1%	3%
C=CCOC(=O)C1=C(C)NC(=O)NC1/C=C/c1ccccc1OC (stereo not drawn)	4%	-5%	-3%
CC(C)NC(=O)NC(=O)CSc1nnc(-c2c[nH]c3ccccc23)o1	12%	0%	-7%

Some of these compounds in order of count of non-hydrogen atoms, rising:
SMILES	FEN1 inhibitor	N370S GC	KAT2A inh
CCC(CC)NC(=O)c1ccc2nc[nH]c2c1	-1%	-3%	-3%
CC(=O)c1cccc(NC(=O)COc2cc(C)on2)c1	-8%	/	2%
NC(=O)CSc1cn(Cc2ccc(F)cc2)c2ccccc12	-6%	-3%	-1%
COc1ccccc1CNc1ccnc(-c2c(C)noc2C)n1	/	-3%	-11%
C=CCOC(=O)C1=C(C)NC(=O)NC1/C=C/c1ccccc1OC (stereo not drawn)	4%	-5%	-3%
CC(C)NC(=O)NC(=O)CSc1nnc(-c2c[nH]c3ccccc23)o1	12%	0%	-7%
Cc1ccc(CNS(=O)(=O)c2ccc(-c3cc(C(F)(F)F)on3)s2)cc1	-2%	/	-1%
O=C(NCc1cc(F)cc(C(F)(F)F)c1)C1CCC(=O)N(C2CCCC2)C1 (stereo not drawn)	19%	9%	-6%
CCC(C)Sc1cccc(-c2nc3cc(C)ccn3c2NC2CCCCC2)c1 (stereo not drawn)	-3%	/	-18%
CS(=O)(=O)N(CC(=O)NC1CC2CCC1C2)c1ccc(Oc2ccccc2)cc1 (stereo not drawn)	-14%	?	-8%
COC(=O)c1ccccc1NC(=O)c1ccc(COc2ccc3c(c2)CCC3)cc1	4%	9%	-5%
CC(=O)c1ccc(OC(C)C(=O)Nc2cccc(S(=O)(=O)NCc3ccco3)c2)cc1 (stereo not drawn)	1%	/	-1%
O=[N+]([O-])c1cc(C(F)(F)F)ccc1N1CCN(S(=O)(=O)c2ccc3ccccc3c2)CC1	0%	/	-8%
COc1ccc(CCN2C(=O)N(c3ccc(F)cc3)C(=O)C2CC(=O)Nc2ccccc2)cc1 (stereo not drawn)	-20%	/	-2%

(cont.)
SMILES	FEN1 inhibitor	N370S GC	KAT2A inh
C=CCn1c(-c2cc3c(s2)CCC(CC)C3)n[nH]c1=S (stereo not drawn)	-16%	6%	-5%
CN(Cc1ccccc1)C(=O)COC(=O)C1CCN(S(=O)(=O)c2ccc3c(c2)OCCO3)CC1	-10%	1%	-2%
O=C(O)CCC(=O)c1ccc2c(c1)CCCC2	9%	-26%	-1%
O=C(NCCC1=CCCCC1)c1cccc(S(=O)(=O)N2CCCCC2)c1	2%	4%	-4%
CCc1ccc(OCCSc2nc(-c3cccc(C)c3)nc3cc(=O)[nH]n23)cc1	2%	/	-7%
Cc1ccc(CN2C(=O)CSC2c2cccnc2)cc1 (stereo not drawn)	7%	0%	-1%
CC(C)[C@@H]1NC(=O)[C@@H](Cc2ccccc2)NC(=O)[C@H](CC(=O)O)NC(=O)CNC(=O)[C@H](CCCN=C(N)N)NC1=O	/	-1%	-9%
CCSc1nc2c(sc3ccccc32)c(=O)n1C(C)C	-21%	?	-6%
NS(=O)(=O)c1ccc(N2CCOCC2)c(C(=O)NCc2ccc3c(c2)OCO3)c1	0%	-1%	-2%
Cc1c(C#N)c(NC(=O)CCl)n(Cc2cccs2)c1C	-6%	-4%	-2%
COc1ccc(CCNC(=O)CSc2nc3[nH]ncc3c(=O)n2-c2ccc(Br)cc2)cc1OC	-4%	11%	-13%
COc1ccc(C(=O)N[C@H](C(=O)NCc2ccco2)C(C)C)cc1	7%	2%	-10%
C=CCNC(=S)NNC(=O)c1ccc(Br)o1	-4%	-2%	4%
C=CCN1C(=O)/C(=C/c2ccsc2)SC1=S	14%	14%	-10%
Cc1ccc(NC(=S)N(CCCN2CCOCC2)Cc2ccccn2)cc1Cl	0%	10%	-1%
CCC(=O)Nc1cccc(NC(=O)c2ccccc2Br)c1	-7%	7%	-4%
CC#CCN1c2ccccc2[C@]23C[C@@H](C(=O)OC)N(C(C)=O)C2=NC(C(=O)OC)=C(C(=O)OC)[C@H]13	-1%	6%[12.8 µM]	1%

Screening data from PubChem BioAssay.
